High-throughput results from PubChem.
D2 ag: HTS Assay for Allosteric Agonists of the Human D2 Dopamine Receptor: Primary Screen for Agonists. HEK293 T-REx D2 cells, calcium flux agonist mode. activation, % at 2 µM. 340,000 tested, 0.53% active. D(2) dopamine receptor (Homo sapiens), P14416;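 active = activation over 3 SD above normal in the single-dose calcium agonist read, cut at about 30% in these data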; also: 0% is about no effect
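Agonism scored from kinetic calcium signal (1 read/sec, 180 s) following compound pin transfer, after a 10 s baseline. Cells: HEK293 Trex line expressing inducible D2 receptor coupled to calcium, dye-loaded after overnight culture at 30 C.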
D1 ag: Allosteric Agonists of the Human D1 Dopamine Receptor: qHTS | D(1A) dopamine receptor (Homo sapiens), P21728 | HEK293 T-REx D1 cells, calcium flux, agonist mode | activation, % at 2 µM | 360,000 tested, 1% active | AID 504660, 2011; in the data active = activation above about 30%; also: 0% is about no effect
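Inducible HEK293 T-REx D1 cells, force-coupled to calcium signalling, were plated at 4000 cells/well with tetracycline and held overnight at 30 C. After no-wash calcium dye loading, compound-evoked calcium rise over 180 s flagged agonists.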
D1 antagonist: Antagonist of Human D 1 Dopamine Receptor: qHTS. D(1A) dopamine receptor (Homo sapiens), P21728. HEK293 TREx D1 cells, calcium flux, dopamine EC80; active compounds read low. activity change, negative = inhibition, % at 10 µM. 360,000 tested, 3.2% active. AID 504652, 2011; in the data active = activity change below about -30%; also: % is scaled to controls: 0 for no effect and ±100 for the full control effect
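Using tetracycline-induced force-coupled D1 Hek293 cells and a calcium dye, signals were followed for 180 s after compound, then for 180 s after EC80 dopamine, to detect inhibitors.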
TRHR enhancer: qHTS for Small Molecule Agonists and Allosteric Enhancers of Human TRH Receptor: Primary Screen for Enhancers; AID 493056, 2011; enhancement, % at 2 µM; 360,000 tested, 0.66% active; TRHR cells, fluo-8 calcium fluorescence, EC20 TRH enhancement; in the data active = enhancement above about 30%; also: 0% is about no effect
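Enhancer read-out: after compound pinning and an initial kinetic agonist-mode read, an EC20 of TRH (10 nM final) was injected and fluo-8 calcium signal (Ex 480/Em 530) followed at 1 s/cycle for 100 cycles in TRHR-expressing cells.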
D2 antag: HTS Assay for Allosteric Antagonists of the Human D2 Dopamine Receptor: Primary Screen for Antagonists. 340,000 tested, 2% active. inhibition, % at 10 µM. AID 485344, 2010. HEK293 TREx D2 cells, calcium flux, dopamine EC80. D(2) dopamine receptor (Homo sapiens), P14416; in the data active = inhibition above about 30%; also: 0% is about no effect
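Calcium flux kinetic readout in an inducible HEK293 TREx D2 line plated overnight at 30 C. After 180 s compound exposure, an EC80 dopamine challenge follows with another 180 s kinetic read to detect antagonism.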
D2 PAM: HTS Assay for Positive Allosteric Modulators of the Human D2 Dopamine Receptor: Primary Screen for Potentiators | potentiation, % at 10 µM | AID 485347, 2010 | 340,000 tested, 0.34% active | HEK293 T-REx D2, calcium flux, EC20 dopamine potentiation | D(2) dopamine receptor (Homo sapiens), P14416;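 active = potentiation over 3 SD above the plate norm, cut at about 30% in these data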; also: 0% is about no effect
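Potentiation of an EC20 dopamine calcium response is measured in a force-coupled, tetracycline-inducible Hek293 Trex D2 line. Compound-only kinetic reads over 180 s flag agonists before dopamine addition.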
D1 PAM: Potentiators of Human D1 Dopamine Receptor: qHTS. D(1A) dopamine receptor (Homo sapiens), P21728. potentiation, % at 10 µM. 360,000 tested, 0.036% active. HEK293 TREx D1 cells, calcium flux, dopamine EC20 potentiation. AID 504651, 2011; in the data active = potentiation above about 30%; also: 0% is about no effect
RXFP1 antag: qHTS Assay for Antagonists of the Relaxin Receptor RXFP1 | HEK293-RXFP1, relaxin-stimulated cAMP HTRF, 30 min; active compounds read low | activity change, negative = inhibition, % at 57.5 µM | 350,000 tested, 0.59% active;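 active = activity change of -60% or lower, but not beyond a set lower limit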; also: % is scaled to controls: 0 for no effect and ±100 for the full control effect
Target sequence (Q9HBX9 whole entry, looked up): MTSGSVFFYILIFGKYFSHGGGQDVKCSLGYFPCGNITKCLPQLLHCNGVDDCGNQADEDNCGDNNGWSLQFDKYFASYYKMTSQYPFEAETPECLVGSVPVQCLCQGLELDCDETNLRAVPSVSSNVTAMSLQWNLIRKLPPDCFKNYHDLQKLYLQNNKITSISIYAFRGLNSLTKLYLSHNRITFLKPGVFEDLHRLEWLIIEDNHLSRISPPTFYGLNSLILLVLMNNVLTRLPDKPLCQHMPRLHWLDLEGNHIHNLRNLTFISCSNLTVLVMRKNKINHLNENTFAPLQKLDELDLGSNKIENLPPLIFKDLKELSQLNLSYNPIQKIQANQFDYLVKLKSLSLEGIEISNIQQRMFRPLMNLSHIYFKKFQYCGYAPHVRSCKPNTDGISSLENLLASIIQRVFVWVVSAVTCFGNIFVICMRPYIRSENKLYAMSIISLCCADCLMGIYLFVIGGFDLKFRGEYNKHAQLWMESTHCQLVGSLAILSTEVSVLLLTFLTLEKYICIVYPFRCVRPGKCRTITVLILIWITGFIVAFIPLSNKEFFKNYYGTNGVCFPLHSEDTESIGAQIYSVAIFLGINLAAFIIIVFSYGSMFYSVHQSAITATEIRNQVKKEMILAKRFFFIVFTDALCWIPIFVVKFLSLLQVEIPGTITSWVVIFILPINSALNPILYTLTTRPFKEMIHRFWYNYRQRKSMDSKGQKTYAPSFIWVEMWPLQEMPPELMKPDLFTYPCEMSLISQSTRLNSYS
RXFP1 ag: qHTS Assay for Agonists of the Relaxin Receptor RXFP1 | Relaxin receptor 1 (Homo sapiens), Q9HBX9 | HEK293T-RXFP1 cAMP TR-FRET, 30 min; response scale: percent of porcine relaxin response, buffer zero | Potency, µM (top dose mostly 57.5 µM), for the others: top-dose activation, usual class: activators | 370,000 tested, 0.3% active; active = well fitted activation curve with a large enough effect; also: potency is read from the fitted curve at half-maximal effect; % is scaled to controls: 0 for no effect and ±100 for the full control effect; nearly all actives have a fitted effect of over 60% in size; many of its hits are not listed in these tables
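HEK293T cells stably expressing RXFP1 were pretreated with the PDE4 inhibitor Ro 20174, exposed to compounds for 30 min at 37C, lysed, and cAMP was read by TR-FRET. Data normalized to buffer (basal) and 29 nM porcine relaxin (100%).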
The depositor's hits bear a star; . = not tested or not shown; & = joins results of further samples.

no.	molecule	D2 ag	D1 ag	D1 antagonist	TRHR enhancer	D2 antag	D2 PAM	D1 PAM	RXFP1 antag	RXFP1 ag
1	COc1ccc(C2=NN(CCC(=O)NCC3CCCO3)C(=O)CC2)cc1 (stereo not drawn)	-0.1	2	13	-1	4	2	-5	-11	2.4%
2	Cc1ccc(S(=O)(=O)NC(=O)c2ccc(Br)o2)c(C)c1	-0.1	-1	30	-4	31*	-2	-5	.	2.5%
3	CSCCC(Nc1nc2ccccc2s1)C(=O)O (stereo not drawn)	12	-2	-4	1	-3	-12	4	19	0.7%
4	COc1cc(OC)c(C(=O)NCc2ccco2)cc1OC	0.3	-1	0	-7	-3	-1	-3	-4	1.9%
5	O=C(CNC(=O)c1ccco1)Nc1ccc(F)c(Cl)c1	0.2	2	11	7	-15	-3	-3	-6	2.1%
6	c1ccc2c(c1)CCCn1nnnc1-2	0.1	1	-25	13	-8	18	-5	-11	1.7%
7	CCC(=O)N1c2ccccc2NC2=C(C(=O)CCC2)C1c1ccco1 (stereo not drawn)	-0.6	3	-8	-1	-1	.	-4	-32	0.4%
8	O=C(Nc1ccccc1)C1Cc2ccccc2CN1C(=O)c1ccco1 (stereo not drawn)	-0.9	1	3	3	4	0	-3	-3	0.5%
9	CCNC(=S)Nc1nc2c(cc1C(=O)OCC)CCCC2	-1.7	10	4	5	-10	26	1	12	13%
10	CC(=O)c1c(C)n(-c2ccc(C)cc2)c2ccc(OC(=O)COc3ccccc3)cc12	.	7	-2	1	.	-6	-5	.	6.5%
11	O=C(Cc1cccc2ccccc12)N/N=C/c1ccc(F)cc1	0.5	17	-10	8	-40	16	-2	-18	2.4%
12	CCS(=O)(=O)NCCc1csc(C)n1	0.3	0	3	-1	3	-3	0	0	0.2%
13	CC(C)(C)NC(=O)Nc1ccc(F)c(Cl)c1	-2.0	12	-7	0	0	1	1	-14	-1.4%
14	O=C(c1cc(COc2ccc(F)cc2Cl)on1)N1CCN(c2cnccn2)CC1	-0.4	16	4	5	0	0	-2	-3	-0.9%
15	Cc1ccc(NC(=O)c2ccc(NS(=O)(=O)c3c(C)noc3C)cc2)cc1C	-0.1	1	-28	6	7	-5	-4	11	-0.5%
16	C=CCn1c(-c2ccc(F)cc2)n[nH]c1=S	0.4	1	-3	3	-12	2	3	-11	6.7%
17	Clc1ccc(-c2ncc3ccccn23)cc1	1.3	11	-14	3	8	23	2	19	3.4%
18	CCCn1c(N)c(NCCN2CCOCC2)c(=O)[nH]c1=O	-0.5	3	-3	0	7	3	-1	0	1.5%
19	COc1ccc(C(=O)CNc2ccc(C)cc2C)cc1	-0.1	2	1	7	7	6	12	-4	4.6%
20	O=C(c1ccccc1)N1CCN(C2C3CC4CC(C3)CC2C4)CC1 (stereo not drawn)	-0.4	0	0	3	-3	15	-5	-6	0.5%

5 entries out of the list, arranged by molar mass, smallest number first.
no.	molecule	D2 ag	D1 ag	D1 antagonist	TRHR enhancer	D2 antag	D2 PAM	D1 PAM	RXFP1 antag	RXFP1 ag
12	CCS(=O)(=O)NCCc1csc(C)n1	0.3	0	3	-1	3	-3	0	0	0.2%
19	COc1ccc(C(=O)CNc2ccc(C)cc2C)cc1	-0.1	2	1	7	7	6	12	-4	4.6%
4	COc1cc(OC)c(C(=O)NCc2ccco2)cc1OC	0.3	-1	0	-7	-3	-1	-3	-4	1.9%
5	O=C(CNC(=O)c1ccco1)Nc1ccc(F)c(Cl)c1	0.2	2	11	7	-15	-3	-3	-6	2.1%
11	O=C(Cc1cccc2ccccc12)N/N=C/c1ccc(F)cc1	0.5	17	-10	8	-40	16	-2	-18	2.4%

(cont.)
no.	molecule	D2 ag	D1 ag	D1 antagonist	TRHR enhancer	D2 antag	D2 PAM	D1 PAM	RXFP1 antag	RXFP1 ag
21	CCc1c(-c2ccccc2)nc2ccccc2c1C(=O)NCc1ccc(C)cc1	0.2	4	17	1	.	-10	3	-39	-3.4%
22	Cc1ccc(CNC(=O)C23CN(Cc4ccccc4)CC2C(c2cccc([N+](=O)[O-])c2)=NO3)cc1 (stereo not drawn)	0.0	8	3	2	12	-12	7	.	0.7%
23	Cc1ccc(C)c(NC(=O)CN(C)C(=O)C2CCN(C(=O)Nc3ccccc3)CC2)c1	0.6	3	11	0	11	-4	5	-3	1.9%
24	O=C(O)[C@H](Cc1ccccc1)Nc1ccc([N+](=O)[O-])cn1	0.3	1	-4	3	6	-4	-3	18	-1.4%
25	COc1cc2c(cc1OC)C(=O)Cc1ccc3c(c1CN(C)CC2)OCO3	0.2	-4	7	0	-1	-3	-3	.	0.3%
26	COc1ccc(C2C(C(=O)Nc3ccccc3OC)=C(C)Nc3c(C(=O)Nc4ccccc4)cnn32)c(OC)c1 (stereo not drawn)	0.3	6	0	-3	.	6	-4	6	-0.4%
27	COc1ccccc1N1CCN(CC(=O)N(CC(C)C)c2c(N)n(CC(C)C)c(=O)[nH]c2=O)CC1	0.3	1	-24	-1	-11	-2	-3	-30	-0.8%
28	COc1cccc(NC(=O)C2CCCN(S(=O)(=O)c3cccc4nonc34)C2)c1 (stereo not drawn)	0.0&0.2	1&4	-9&6	-6&-5	14	-3&3	-9&-1	-11	2.0%&14%
29	O=C(COC(=O)c1cc2ccccc2cc1O)Nc1cccnc1Cl	-1.0	4	-23	1	12	-20	-8	-11	2.0%
30	Cc1c(N=Cc2ccc(Br)s2)cccc1[N+](=O)[O-]	0.0	5	-16	-2	9	-6	-4	1	-2.1%
31	COc1ccc(-n2c(SCC(=O)Nc3ccc(C(N)=O)cc3)nc3ccccc3c2=O)cc1OC	-0.4	1	12	7	0	-1	-6	-4	-1.2%
32	O=C(CN1CCCCC1)Nc1ccc(S(=O)(=O)N2CCOCC2)cc1	0.7	0	.	2	-6	11	-3	10	1.9%
33	O=[N+]([O-])c1cccc(S(=O)(=O)c2ccc(NCCO)c([N+](=O)[O-])c2)c1	0.9	6	-44*	-11	4	-7	-2	17	3.0%
34	Cc1cccc(-c2nnc(-c3cccc(NC(=O)Cc4cccs4)c3)o2)c1	0.2	4	-40*	-6	-2	0	1	-19	-1.1%
35	CN(CC1CCCO1)S(=O)(=O)c1ccc(C(=O)Nc2nc3cc4c(cc3s2)OCO4)cc1 (stereo not drawn)	0.4	4	-24	-5	-1	0	-4	-6	0.9%
36	CC(C)NC(=O)c1ccccc1NC(=O)CCS(=O)(=O)Cc1ccccc1	-0.2	-3	-15	6	-4	-7	-8	-19	-0.2%
37	COc1cccc(C(C(=O)NC2CCCCC2)N(Cc2ccco2)C(=O)c2ccccn2)c1 (stereo not drawn)	3.5	-1	-4	15	34*	-19	-6	4	1.9%
38	COc1cc(N2C(=O)CSC23C(=O)N(C)c2ccccc23)cc(OC)c1OC (stereo not drawn)	0.7	2	-3	7	.	7	0	.	2.2%
39	CC(C)C[C@@]12C(=O)N(c3cccc(F)c3)C(=O)N1[C@H](c1ccc(Cl)cc1)[C@@H]1C(=O)N(C3CCCCC3)C(=O)[C@@H]12	0.6	0	-4	2	-3	6	-3	.	0.0%
40	CC(=O)Cn1nnc(-c2ccc(C(F)(F)F)cc2)n1	0.2	1	-10	-1	-3	-6	1	-4	-0.5%
41	CC1=C(c2ccc(Cl)cc2)S(=O)(=O)N=C1N1CCN(c2cccc(C)c2C)CC1	-1.2	1	-10	0	.	-4	-4	0	-0.8%
42	CCOC(=O)c1c(C)[nH]c(C)c1C(=O)COC(=O)CNC(=O)C1CCCCC1	2.9	-1	21	-1	1	-1	-4	0	1.6%
43	COc1ccc(N(CC(=O)NCCC2=CCCCC2)S(=O)(=O)c2ccc(C)cc2)cc1	-0.5	6	-13	1	0	4	2	.	2.9%
44	Cc1ccccc1-n1c(C)cc(/C=N/Nc2ccc([N+](=O)[O-])cn2)c1C	2.0	12	-4	0	-3	7	-4	-17	0.8%
45	CCN(CC)CCn1c(NCc2ccc3c(c2)OCO3)nc2ccccc21	0.6	0	-17	-8	33*	-20	-1	.	0.2%
46	COCCN(C(=S)Nc1cccc(C)c1)C(C)c1cccnc1 (stereo not drawn)	-0.3	2	11	-2	17	-2	-5	-10	-1.7%
47	NC(=O)c1ccc(NC(=O)COC(=O)c2c3c(nc4ccccc24)/C(=C\c2ccc4c(c2)OCO4)CCC3)cc1	22	52*	-7	-2	-10	-6	-6	-4	1.8%
48	Cc1cccc(C(=O)Nc2nnc(-c3ccco3)o2)c1	0.2	0	-24	-3	-11	-4	0	-25	0.8%
49	COc1ccc(Cl)cc1NC(=O)CN(C)C(=O)CN1C(=O)NC(C)(C)C1=O	-0.3	4	13	8	-24	9	.	-11	-0.2%
50	c1ccc(COc2ccccc2CNC23CC4CC(CC(C4)C2)C3)cc1	1.2	49*	5	-2	22	-12	-4	-16	3.5%

Some of the compounds tested; count on the stated rates, not on these rows.
